From PubChem
PI5P4Ka inh: blocks human PI5P4K alpha kinase activity | PI5P4Kalpha enzyme, ADP-Glo luminescence, 60 min; active compounds read low | max response, % | 330,000 compounds, 1.2% hits | AID 652105; active means max response of -50% or lower; inconclusive means between -30% and -50%; inactive means -30% or higher; further: value at the top dose of about 77 µM; on the % scale 0 is the no-effect control and ±100 the full control effect
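Luminescence from ADP-Glo served as readout of PI5P4Kalpha activity in a qHTS format. Reaction: enzyme, substrate, compound, ATP at 5 microM final, 60 min at RT.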
PLK1 PBD block: blocks phosphopeptide binding to human PLK1 polo-box domain | Potency, µM, for inactives: max response, negative = inhibition, actives largely listed as inhibitors | Plk1 PBD binding of FITC phosphopeptide, fluorescence polarization | P53350 | 360,000 compounds, 2.8% hits; further: potency means the concentration at half of the fitted maximal effect; series mostly up to about 57 µM; on the % scale 0 is the no-effect control and ±100 the full control effect; nearly all actives have a fitted effect of over 65% in size
WRN helicase inh: inhibitors of human WRN helicase | Potency, µM (doses to about 114 µM), without a hit: top-dose activity change, negative = inhibition, hits mostly inhibitors | 360,000 compounds, 0.46% hits | AID 651768 | WRN helicase unwinding, fluorescent forked duplex, kinetic; further: potency means the concentration at half of the fitted maximal effect; on the % scale 0 is the no-effect control and ±100 the full control effect; nearly all actives have a fitted effect of over 55% in size
Target sequence (Q14191 whole entry, looked up): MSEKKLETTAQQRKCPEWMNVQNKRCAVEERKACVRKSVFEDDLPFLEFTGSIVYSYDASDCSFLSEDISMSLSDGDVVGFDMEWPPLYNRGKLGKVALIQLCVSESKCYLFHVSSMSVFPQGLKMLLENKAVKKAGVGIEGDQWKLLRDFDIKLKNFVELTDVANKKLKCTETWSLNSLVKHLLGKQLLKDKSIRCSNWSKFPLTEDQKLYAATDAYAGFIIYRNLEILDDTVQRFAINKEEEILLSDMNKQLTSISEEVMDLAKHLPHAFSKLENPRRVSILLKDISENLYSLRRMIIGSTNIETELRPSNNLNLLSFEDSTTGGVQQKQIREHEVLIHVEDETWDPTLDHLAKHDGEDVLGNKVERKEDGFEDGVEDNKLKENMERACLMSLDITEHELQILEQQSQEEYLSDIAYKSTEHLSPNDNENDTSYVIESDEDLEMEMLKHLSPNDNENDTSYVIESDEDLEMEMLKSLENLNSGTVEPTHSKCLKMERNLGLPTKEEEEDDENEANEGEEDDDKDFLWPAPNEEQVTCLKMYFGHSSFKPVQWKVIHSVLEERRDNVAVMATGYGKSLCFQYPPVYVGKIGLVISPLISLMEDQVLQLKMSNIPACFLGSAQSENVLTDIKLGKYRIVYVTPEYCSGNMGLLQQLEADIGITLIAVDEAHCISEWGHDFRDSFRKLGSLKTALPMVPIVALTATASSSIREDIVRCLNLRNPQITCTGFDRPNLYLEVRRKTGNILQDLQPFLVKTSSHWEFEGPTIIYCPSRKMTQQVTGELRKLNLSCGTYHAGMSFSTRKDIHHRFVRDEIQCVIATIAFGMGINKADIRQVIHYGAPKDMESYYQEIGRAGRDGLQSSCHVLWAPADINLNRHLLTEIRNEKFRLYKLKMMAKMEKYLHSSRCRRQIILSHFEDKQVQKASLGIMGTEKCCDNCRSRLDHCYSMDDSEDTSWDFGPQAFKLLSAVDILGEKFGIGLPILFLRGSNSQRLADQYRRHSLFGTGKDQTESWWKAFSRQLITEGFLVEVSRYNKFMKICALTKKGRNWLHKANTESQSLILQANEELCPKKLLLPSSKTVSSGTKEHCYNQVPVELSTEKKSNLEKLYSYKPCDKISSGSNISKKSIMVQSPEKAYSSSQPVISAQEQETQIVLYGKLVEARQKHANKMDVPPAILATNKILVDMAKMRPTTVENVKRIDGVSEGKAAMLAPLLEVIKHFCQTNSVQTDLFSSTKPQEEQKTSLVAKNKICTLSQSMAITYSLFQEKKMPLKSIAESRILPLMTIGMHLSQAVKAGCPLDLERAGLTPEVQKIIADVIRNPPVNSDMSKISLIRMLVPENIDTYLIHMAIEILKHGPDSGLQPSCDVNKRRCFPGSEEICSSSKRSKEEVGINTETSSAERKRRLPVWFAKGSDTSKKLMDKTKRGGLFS
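WRN at 20 nM final was preincubated with compound for 15 min at room temperature; reaction started with 100 nM forked duplex oligonucleotide carrying fluorophore and quencher plus 2 mM ATP (final). Unwinding followed kinetically by red fluorescence (ex 525/em 598 nm).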
CCT chaperon mod: changes cytosolic chaperonin activity; purified chaperonin ATPase assay, HTRF ADP detection, 30 min; activity change, % (test concentration not listed), hits read low; 360,000 compounds, 0.3% hits; AID 651819; in the data active means activity change below about -30%; further: on the % scale 0 is the no-effect control and ±100 the full control effect
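Enzyme 40 or 20 nM (batch-dependent) in Tris pH 7.4/KCl/MgCl2/DTT; cpd 76 uM single point; ATP 10 uM; 30 min 37 °C; Transcreener ADP HTRF detection, 30 min RT; ratio 665/615.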
MmCpn inh: blocks the Methanococcus maripaludis chaperonin Mm-Cpn. purified Mm-Cpn ATPase, ADP Transcreener TR-FRET. AID 504842. 330,000 compounds, 0.031% hits. Potency, µM (titrated, usually from 76.9 µM), for inactives: at the top dose activity, negative = inhibition, usual class: inhibitors; further: potency means the concentration at half of the fitted maximal effect; on the % scale 0 is the no-effect control and ±100 the full control effect; nearly all actives have a fitted effect of over 80% in size
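Quantitative HTS used 25 nM Mm-CPN and 10 uM ATP in magnesium/KCl Tris buffer, pH 7.4, with 1 mM DTT. Hydrolysis ran 30 min at 37°C; ADP was read by HTRF.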
EPAC1 ag: EPAC1 (human) agonism | EPAC1 agonist qHTS, biochemical assay; response scale: 100% = response to 6.5 mM cAMP | O95398 | AID 720707 | Potency, µM (highest dose often 154 µM), for inactives: at the highest dose activation, actives largely listed as activators | 360,000 compounds, 0.073% hits; further: potency means the concentration at half of the fitted maximal effect; nearly all actives have a fitted effect of over 60% in size
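Compounds were pinned as a concentration titration into mixtures of EPAC1 (100 nM), BODIPY-GDP-loaded Rap1B (250 nM) and GDP (50 uM). After 5 min at room temperature, fluorescence was followed for 30 min; activity was scaled to 6.5 mM cAMP.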
EPAC1 antag: antagonists of human EPAC1; O95398; EPAC1 GEF assay, Rap1b-BODIPY-GDP exchange fluorescence; Potency, µM (titrated, usually from 115 µM), without a hit: at the top dose activity change, negative = inhibition, usual class: inhibitors; 360,000 compounds, 0.14% hits; AID 720709;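 further: potency means the concentration at half of the fitted maximal effect; plate controls were vehicle for no effect and positive control for full effect; nearly all actives have a fitted effect of over 50% in size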
EPAC2 antagonist: antagonists of human EPAC2 | EPAC2 GEF exchange of Rap1B-BODIPY-GDP, fluorescence | Potency, µM (top dose mostly 114 µM), without a hit: at the top dose activity, negative = inhibition, actives largely listed as inhibitors | 360,000 compounds, 0.18% hits | AID 720708; further: potency means the concentration at half of the fitted maximal effect; on the % scale 0 is the no-effect control and ±100 the full control effect; nearly all actives have a fitted effect of over 45% in size; many of its hits are not listed in these tables
* marks the source's active call; other numbers are inactive results; ? = inconclusive; . = no result given; [ ] = remark or other dose. Unless noted, the call rests on the fitted dose curve; in most records, active means well fitted curve in the direction sought with a large enough effect; inconclusive means small, poorly fitted or top-dose-only effect, or another doubt; inactive means no such curve, though single readings can be large; an effect the other way counts as inactive or inconclusive. This is a subset; rates above refer to the full screens.

1. COc1cccc2c1OCC(CN1CCN(CCC(C)C)C(CCO)C1)=C2 (centres undefined)
2. COc1cccc(CN(C)C(=O)c2cccc(NC(=O)CC3SC(N4CCCCC4)=NC3=O)c2)c1OC (centres undefined)
3. COc1cccc(C(=O)NCCS(=O)(=O)N2CCC3(CC2)OCCO3)c1
4. Cc1ccc(CNC(=O)CCCn2nc(C)n3ccnc3c2=O)cc1
5. CCN1CCN(c2ccc(S(=O)(=O)N3CCOCC3)cc2NC(=O)C(C)Oc2ccc(F)cc2)CC1 (centres undefined)
6. CN(CCc1ccccc1)C(=O)c1cccc(NC(=O)Cc2cccc(NC(=O)C3CCCN(C(=O)CCc4ccccc4)C3)c2)c1 (centres undefined)
assay / entry	1	2	3	4	5	6
WRN helicase inh	-5%	-4%	-3%	1%	3%	-2%
EPAC1 antag	7%	-7%	-1%	-6%	-21%	0%
PI5P4Ka inh	6	-4	-1	2	0	-1
CCT chaperon mod	0.8	2.1	3.0	1.8	-0.8	-0.4
EPAC1 ag	-13%	-5%	-3%	3%	5%	-18%
PLK1 PBD block	1%	-9%	-2%	-5%	1%	-5%
MmCpn inh	?	-1%	1%	-1%	1%	.
EPAC2 antagonist	15%	-9%	4%	-4%	-10%	2%

7. CNc1cncc(-c2cccc(C(=O)NCCN(C)C)c2)n1
8. CCN(CC)CCN(Cc1cc2cc3c(cc2[nH]c1=O)OCCO3)C(=S)NCCCN(C)C
9. CC1CC(C)CN(C(=O)COC(=O)c2nn(C)c(=O)c3ccccc23)C1 (centres undefined)
10. Cc1c(NC(=O)CSc2ccc3ccccc3n2)c(=O)n(-c2ccccc2)n1C
11. CN(C)c1ccc(NC(=O)Nc2nc(C(N)C3CCCCC3)cs2)cc1 (centres undefined)
12. COc1ccc2nc(NC(=O)c3cccc(N4C(=O)CCC4=O)c3)sc2c1
assay / entry	7	8	9	10	11	12
WRN helicase inh	1%	41%[activator]	3%	-2%	-2%	5%
EPAC1 antag	6%	-11%	-4%	10%	-3%	0%
PI5P4Ka inh	5	0	-5	-1	-24	-3
CCT chaperon mod	-2.6	-5.1	-0.1	1.4	0.4	0.8
EPAC1 ag	11%	-2%	-35%	-1%	-5%	6%
PLK1 PBD block	1%	-22%	-1%	-13%	-14%	0%
MmCpn inh	.	-5%	-1%	0%	.	1%
EPAC2 antagonist	-7%	5%	-5%	-4%	-2%	-5%

5 compounds drawn at random from those above, as already listed:
12. COc1ccc2nc(NC(=O)c3cccc(N4C(=O)CCC4=O)c3)sc2c1
6. CN(CCc1ccccc1)C(=O)c1cccc(NC(=O)Cc2cccc(NC(=O)C3CCCN(C(=O)CCc4ccccc4)C3)c2)c1 (centres undefined)
7. CNc1cncc(-c2cccc(C(=O)NCCN(C)C)c2)n1
8. CCN(CC)CCN(Cc1cc2cc3c(cc2[nH]c1=O)OCCO3)C(=S)NCCCN(C)C
11. CN(C)c1ccc(NC(=O)Nc2nc(C(N)C3CCCCC3)cs2)cc1 (centres undefined)
assay / entry	12	6	7	8	11
WRN helicase inh	5%	-2%	1%	41%[activator]	-2%
EPAC1 antag	0%	0%	6%	-11%	-3%
PI5P4Ka inh	-3	-1	5	0	-24
CCT chaperon mod	0.8	-0.4	-2.6	-5.1	0.4
EPAC1 ag	6%	-18%	11%	-2%	-5%
PLK1 PBD block	0%	-5%	1%	-22%	-14%
MmCpn inh	1%	.	.	-5%	.
EPAC2 antagonist	-5%	2%	-7%	5%	-2%

The list goes on.
13. CCn1c(C(C)NC(C)=O)nc2ccccc21 (centres undefined)
14. CCCC(=O)OCC(=O)Nc1ccc([N+](=O)[O-])cc1C#N
15. CC(=O)NCC(=O)OCN1C(=O)c2ccccc2C1=O
16. CCn1cc(/C=C(\NC(=O)c2ccccc2F)C(=O)N2CCOCC2)c2ccccc21
17. COCCNC(=O)CNC(=S)N(Cc1ccccc1)Cc1cccnc1
18. CCN(CC)C(=O)C1CCC(CNS(=O)(=O)c2cccc3nsnc23)CC1 (centres undefined)
assay / entry	13	14	15	16	17	18
WRN helicase inh	0%	-5%	-3%	-8%	9%	-4%
EPAC1 antag	11%	3%	4%	-18%	-13%	-7%
PI5P4Ka inh	-3	-2	5	-6	-4	0
CCT chaperon mod	1.0	-1.5	-0.8	-0.5	1.1	-0.1
EPAC1 ag	-8%	11%	-5%	6%	-10%	10%
PLK1 PBD block	1%	-4%	0%	?	-2%	-11%
MmCpn inh	3%	-1%	-2%	-1%	1%	1%
EPAC2 antagonist	11%	7%	6%	-3%	5%	1%

19. N/C(=N\OC(=O)Nc1ccccc1)c1ccno1
20. O=C(c1ccccc1)N1CCN(C(=O)c2ccccc2)CC1
21. CC(C)C1Cc2c(C#N)c(N)sc(=S)c2CO1 (centres undefined)
22. CCOC(=O)C1=C(C)NC(=O)NC1c1cc2c(cc1Br)OCO2 (centres undefined)
23. CC12CC(c3ccccc3O1)C(C(=O)NCc1ccccc1)C(=O)N2 (centres undefined)
24. Cc1cc(C)cc(N=C(NO)c2cccc([N+](=O)[O-])c2)c1
assay / entry	19	20	21	22	23	24
WRN helicase inh	-3%	8%	-20%	-15%	-9%	-15%
EPAC1 antag	18%	3%	-18%	26%	0%	-4%
PI5P4Ka inh	3	2	1	0	.	-2
CCT chaperon mod	-0.5	-3.5	0.8	-6.0	-1.8	3.1
EPAC1 ag	5%	-3%	6%	0%	5%	4%
PLK1 PBD block	1%	-3%	?	-11%	-3%	-1%
MmCpn inh	0%	-3%[15.4 µM]	-5%	2%	0%	2%
EPAC2 antagonist	6%	7%	-4%	10%	0%	-4%

25. CC(C)NC(=O)NC(=O)COC(=O)c1ccc(S(=O)(=O)Nc2ccccc2)cc1
26. CCOC(=O)CSC1=C(C#N)C(c2ccccc2)C(C(C)=O)=C(C)N1 (centres undefined)
27. COc1ccc(OCc2nnc(SCC(=O)N3CCOCC3)o2)cc1
28. CCCN1CNC(=S)N(c2cc(C)ccc2C)C1
29. Cc1ccc(C)c(OCc2cc(C(=O)N3CCN(C(=O)c4ccco4)CC3)no2)c1
30. COC(=O)CC1=C(C(=O)OC)[C@@H](c2ccccc2[N+](=O)[O-])C(C#N)=C(N)O1
assay / entry	25	26	27	28	29	30
WRN helicase inh	8%	-17%	0%	-8%	7%	-9%
EPAC1 antag	?	-8%	6%	-3%	-17%	-27%
PI5P4Ka inh	-1	.	-1	.	-13	1
CCT chaperon mod	-4.5	0.8	0.7	1.0	-2.1	0.4
EPAC1 ag	-8%	16%	4%	5%	-3%	5%
PLK1 PBD block	-10%	-27%	-8%	0%	-12%	4%
MmCpn inh	1%	-6%	-6%	-1%	-1%	-6%
EPAC2 antagonist	-15%	-21%	6%	-6%	-7%	-5%

31. O=C(c1ccc(Cn2cnnn2)cc1)N1CCCC(Nc2ccc(F)cc2)C1 (centres undefined)
32. CC(CS(=O)(=O)c1ccccc1[N+](=O)[O-])N1CCOCC1 (centres undefined)
33. Cc1cc(Cl)c(S(=O)(=O)N2CCCC2)cc1OCC(=O)NC1CCCCC1
34. CC(C)(C)c1csc(NC(=O)Cc2ccc(S(=O)(=O)N3CCOCC3)s2)n1
35. CCc1cc(Cn2nc(C(=O)O)cc2-c2ccccc2)on1
36. CN(Cc1ccc(F)cc1)S(=O)(=O)c1ccc2[nH]c(=O)[nH]c2c1
assay / entry	31	32	33	34	35	36
WRN helicase inh	-7%	-8%	4%	-19%	1%	-5%
EPAC1 antag	-11%	11%	7%	-2%	12%	-18%
PI5P4Ka inh	-5	4	.	-10	7	0
CCT chaperon mod	-1.5	0.3	-1.0	-1.7	-2.4	2.2
EPAC1 ag	-2%	7%	4%	25%	13%	7%
PLK1 PBD block	-1%	-30%	1%	-10%	-5%	-9%
MmCpn inh	-10%	1%	0%	1%	0%	.
EPAC2 antagonist	-1%	1%	7%	-1%	0%	2%

37. CCCCN(C(=O)c1ccc2c(c1)S(=O)(=O)N=C1CCCCCN12)c1c(N)n(CC(C)C)c(=O)[nH]c1=O
38. CC(=O)c1cccc(N(C(=O)CNC(=O)c2ccco2)C(C(=O)NC2CCCC2)c2ccc(C)o2)c1 (centres undefined)
39. C=CCOc1ccc(/C=C/C(=O)Nc2ccc(C(=O)NC)cc2)cc1
40. CCc1nnc(NC(=O)CCC(=O)Nc2ccc(C)cc2)s1
41. Cc1ccc(OCCN2CCN(c3ncnc4sc(C)c(C)c34)CC2)cc1
42. O=C(O)/C=C/C(=O)Nc1ccccc1SC(F)(F)F
assay / entry	37	38	39	40	41	42
WRN helicase inh	0%	4%	-1%	2%	-16%	10%
EPAC1 antag	7%	21%	2%	-18%	?	3%
PI5P4Ka inh	3	4	-1	3	.	-1
CCT chaperon mod	0.4	1.1	-1.3	-0.2	1.3	-0.5
EPAC1 ag	12%	4%	2%	2%	27%	-7%
PLK1 PBD block	-2%	-3%	-12%	-3%	1%	-29%
MmCpn inh	.	-3%	-6%	0%	0%	1%
EPAC2 antagonist	3%	7%	-4%	26%	-9%	14%

43. O=C(Cn1nnc(-c2ccccc2F)n1)Nc1ccc(C(=O)N2CCOCC2)cc1
44. CCOC(=O)N1CCN(C(=O)CSc2nnc(CNC(=O)c3c(F)cccc3Cl)o2)CC1
45. COc1ccc(C(CNC(=O)Nc2ccccc2)N2CCN(C)CC2)cc1 (centres undefined)
46. CCn1cc(CNc2nc3nonc3nc2N2CCCCC2)cn1
47. O=C(Nc1ccc(O)c(-c2nc3ccccc3s2)c1)c1cc(=O)c2ccccc2o1
48. CCOC(=O)c1cccc(NC(=O)c2c(NCc3ccccc3)[nH]c(=O)[nH]c2=O)c1
49. COc1ccccc1NC(=S)N1CCN(c2ncccn2)CC1
50. O=[N+]([O-])c1ccc2nc(C(O)C(O)c3nc4ccc([N+](=O)[O-])cc4[nH]3)[nH]c2c1 (centres undefined)
assay / entry	43	44	45	46	47	48	49	50
WRN helicase inh	14%	2%	2%	7%	-1%	-3%	-19%	-35%
EPAC1 antag	-3%	-10%	?	-17%	8%	-5%	-17%	-7%
PI5P4Ka inh	-5	11	0	-6	-1	-6	0	?
CCT chaperon mod	-1.6	0.4	1.6	-2.9	-2.7	0.4	-1.9	0.0
EPAC1 ag	1%	0%	-7%	7%	-2%	-8%	-3%	6%
PLK1 PBD block	-5%	0%	-8%	-8%	-19%	?	-8%	-4%
MmCpn inh	0%	-3%	2%	0%	2%	.	1%	-1%
EPAC2 antagonist	5%	-6%	-6%	4%	0%	37%[activator]	2%	-1%
